RORg inh: ROR gamma (mouse) transcription inhibition. P51450. Drosophila S2 Gal4-RORgamma UAS-luciferase reporter, 20 h. Potency, µM (doses to about 53.6 µM), without a hit: top-dose activity change, negative = inhibition, most hits filed as inhibitors. 310,000 compounds, 5.4% hits. AID 2551; also: potency is read from the fitted curve at half-maximal effect; nearly all actives have a fitted effect of over 60% in size
Target sequence (P51450 whole entry, looked up, the tested form may be a part): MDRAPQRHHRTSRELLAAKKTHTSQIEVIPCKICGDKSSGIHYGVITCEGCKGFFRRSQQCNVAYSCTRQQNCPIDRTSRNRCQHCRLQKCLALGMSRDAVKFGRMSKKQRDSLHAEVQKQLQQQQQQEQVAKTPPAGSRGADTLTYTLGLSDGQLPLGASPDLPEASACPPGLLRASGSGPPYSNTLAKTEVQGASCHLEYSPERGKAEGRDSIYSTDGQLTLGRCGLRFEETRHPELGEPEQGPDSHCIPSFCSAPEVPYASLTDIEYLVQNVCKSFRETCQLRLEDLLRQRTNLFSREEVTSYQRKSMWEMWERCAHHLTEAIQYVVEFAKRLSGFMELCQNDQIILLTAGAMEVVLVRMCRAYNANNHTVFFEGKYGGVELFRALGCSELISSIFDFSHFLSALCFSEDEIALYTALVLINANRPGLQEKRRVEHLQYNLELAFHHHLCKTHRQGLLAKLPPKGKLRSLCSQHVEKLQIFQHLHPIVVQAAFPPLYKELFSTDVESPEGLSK
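Luminescence from a UAS-regulated Photinus luciferase reporter in stably transfected Drosophila Schneider cells is measured; decreased signal marks ROR gamma inhibition. Fusion expression is induced by 700 uM copper sulfate for 20 hr.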
VP16 counter: Gal4-VP16 reporter inhibition counter-screen. Potency, µM (titrated, usually from 53.6 µM), inactives show at the highest dose activity, negative = inhibition, usual class: inhibitors. Drosophila S2 Gal4-VP16 UAS-luciferase, luminescence, 20 h. AID 2546. 310,000 compounds, 3.5% hits;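 also: Gal4-VP16 expression switched on by copper sulfate through the metallothionein promoter; potency is read from the fitted curve at half-maximal effect; nearly all actives have a fitted effect of over 50% in size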
FBPA coupling cs: coupling enzyme interference in Giardia aldolase counter-screen. coupling enzyme system counterscreen, AmpLite Red fluorescence. activity change, negative = inhibition, % at 58.2 µM, hits read low. 290,000 compounds, 0.67% hits; in the data active = activity change below about -30%
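Coupling enzymes only (glyceraldehyde-3-phosphate) + compound, at 57.5 uM final, 10 min RT; add substrate/coupling/AmpLite Red mix, 20 min RT; fluorescence ex 525/em 598 nm. Actives flag coupling-system interference.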
Active calls of the source: *; ? = inconclusive; & = joins results of further samples; [ ] = dose if it differs, or a comment. Unless noted, calls follow the shape of the dose curve; as a rule, active = well fitted curve in the direction sought with a large enough effect; inconclusive = small, poorly fitted or top-dose-only effect, or another doubt; inactive = no such curve, though single readings can be large; an effect the other way counts as inactive or inconclusive. % is scaled to controls: 0 for no effect and ±100 for the full control effect. Not all compounds are listed; count on the stated rates, not on these rows.

SMILES	RORg inh	VP16 counter	FBPA coupling cs
CCC(C)CCCCC(=O)NC(CCN)C(=O)NC(C(=O)NC(CCN)C(=O)NC1CCNC(=O)C(C(C)O)NC(=O)C(CCN)NC(=O)C(CCN)NC(=O)C(CC(C)C)NC(=O)C(Cc2ccccc2)NC(=O)C(CCN)NC1=O)C(C)O (centres undefined)	37%	4%	2
O=c1c(-c2ccc(O[C@@H]3O[C@H](CO)[C@@H](O)[C@H](O)[C@H]3O)cc2)coc2cc(O)cc(O)c12	6%	-16%	6
N#CCCn1c(=O)c(-c2ccc(Cl)cc2)nc2cnc(N3CCNCC3)nc21	?	?	3
CC(C)CO/N=C1/C[C@@H](O)[C@@H](O)[C@@H]2[C@@H]3C(=O)N(Cc4ccc5c(c4)OCO5)C(=O)[C@H]3CC[C@@H]12	13%[10 µM]	-5%[10 µM]	-1
O=c1[nH]c2cc([N+](=O)[O-])cc([N+](=O)[O-])c2[nH]c1=O	-10%	-3%	4
CO/N=C(\C(=O)NC1C(=O)N2C(C(=O)OCOC(=O)C(C)(C)C)=C(/C=C\c3scnc3C)CSC12)c1csc(N)n1 (centres undefined)	14%	-4%	-3
CC(=O)N1CCC[C@@]2(CCN(C(c3ccccc3)c3ccccc3)C2)C1	-26%	-1%	5
CC[C@H](C)[C@H](N)C1=N[C@H](C(=O)N[C@@H](CC(C)C)C(=O)N[C@@H](CCC(=O)O)C(=O)N[C@@H](C(=O)N[C@H]2CCCCNC(=O)[C@@H](CC(N)=O)NC(=O)[C@@H](CC(=O)O)NC(=O)[C@@H](Cc3cnc[nH]3)NC(=O)[C@@H](Cc3ccccc3)NC(=O)[C@@H]([C@@H](C)CC)NC(=O)[C@@H](CCCN)NC2=O)[C@@H](C)CC)CS1	14%[2.98 µM]	-2%[17 µM]	0
C=CCOC(=O)NC(c1ccc(F)c(F)c1)C(C(C)=O)C(=O)OC (centres undefined)	1%	5%	0
COCCNc1nc(-c2ccccc2C)nc2ccccc12	8%	6%	-2
COc1ccc(-c2nnc3n2N=C(c2ccccc2OC)CS3)c(OC)c1	-15%	-5%	0
CC[C@@H](C)[C@@H](CO[C@@H](Cc1ccccc1)C(=O)N[C@@H](CCS(C)(=O)=O)C(=O)OC(C)C)NC[C@@H](N)CS	-1%	-2%	4
CCOC(=O)CCN1C(=O)[C@H]2[C@H]3[C@H](O)[C@H](O)C/C(=N/O[C@@H]4O[C@@H](COC(C)=O)[C@@H](OC(C)=O)[C@@H](OC(C)=O)[C@H]4OC(C)=O)[C@@H]3CC[C@@H]2C1=O	1%[10 µM]	-3%[10 µM]	2
N#Cc1ccc(CN2CCCC3(CCN(C(=O)c4ccncc4)CC3)C2)cc1	-8%	10%	0
COc1ccc(-c2nc3cnc(Nc4cccc(OC)c4)nc3n(CCC#N)c2=O)cc1	19%	4%	1
COc1cccc(-c2cncnc2-n2ccnc2)c1	25%	-23%	-4
CC(C)[C@@H]1NC(=O)[C@H](CCCCN)NC(=O)[C@@H](Cc2c[nH]c3ccccc23)NC(=O)[C@H](Cc2ccc(O)cc2)NC(=O)[C@@H](NC(=O)[C@H](N)Cc2ccccc2)CSSC[C@@H](C(=O)N[C@@H](Cc2c[nH]c3ccccc23)C(N)=O)NC1=O	3%	-1%	-1
CCNc1ncc2nc(-c3cccc(C#N)c3)c(=O)n(C)c2n1	10%	5%	-3
CC(C)=CCc1c2c(c(O)c3c(=O)c(O)c(-c4ccccc4)oc13)C=CC(C)(C)O2	-16%	-3%	-4
COc1c(CC(=O)c2cc3c(cc2O)OC(C)(C)C(O)C3)ccc2c1C=CC(C)(C)O2 (centres undefined)	-10%	-5%	-4
CO/N=C(\C)CCN1CCCc2nc(C)c(C)cc21	9%[10 µM]	-3%[10 µM]	0
CC1(C)OC2CC3C4CC(F)C5=CC(=O)CC[C@@]5(C)C4C(O)C[C@@]3(C)[C@]2(C(=O)CO)O1 (some centres undefined)	13%	2%	0
COc1ccc(-c2oc3cc(OC)c(OC(C)=O)c(OC)c3c(=O)c2OC)cc1OC(C)=O	?	-3%	0
COc1cccc(-c2nc(NC3CC3)c3ccccc3n2)c1	4%	7%	-2
COc1cccc([C@@H]2Oc3ccc(Br)cc3C(=O)[C@H]2OC(=O)NCc2ccco2)c1	?	-16%	0
CC1(C)C=CC(=O)[C@]2(C)C1CC(=O)[C@]1(C)C2CC[C@@]2(C)C(c3ccoc3)OC(=O)C3OC321 (some centres undefined)	18%	-6%	1
COc1ccc(NC(=O)N2CC3(CCNCC3)C2)cc1	-14%	8%	2
CC(=O)OC1C[C@]2(C)C(C(C)=O)CCC2C2CCC3=CC(=O)CC[C@@]3(C)C12 (some centres undefined)	9%	-5%	3
CN(C)C1CCN(CCCOc2ccc(-c3ccc(C#N)cc3)cc2)C1 (centres undefined)	2%&1%	-3%&-3%	1&0
CN1CCN(c2ncc3ncc(=O)n(Cc4ccc(F)cc4)c3n2)CC1	-18%	2%	5
CCN1CCC[C@@H](OC(=O)C(c2ccccc2)c2ccccc2)C1	26%[2.98 µM]	-4%[17 µM]	4
O=C1CCC[C@@H](C(C(=O)OCc2ccccc2)C(=O)OCc2ccccc2)C1	2%[10 µM]	19%[10 µM]	-1
CO[C@]1(NC(=O)[C@H](C(=O)O)c2ccc(O)cc2)C(=O)N2C(C(=O)O)=C(CSc3nnnn3C)CO[C@H]21	-2%[2.98 µM]	-6%[17 µM]	2
C/C=C/C1Oc2ccc(OC)cc2N2C(=O)C(C)C(OCOC)C12 (centres undefined)	0%[10 µM]	0%[10 µM]	0
c1ccc2cc(C3=NCCN3)ncc2c1	-30%	4%	2
COc1ccccc1CN1CCC2(CC1)CCN(C(=O)c1cccc(F)c1)CC2	-29%	-4%	3
COc1ccc(-n2c(=O)c(-c3ccc(F)c(F)c3)nc3cncnc32)cc1	-1%	-4%	2
COc1ccc(C2=Nn3c(nnc3-c3ccccc3O)SC2)c(OC)c1	-11%	1%	2
COC(=O)/C(=C1\OC(=O)C(c2ccccc2)C1=O)c1ccccc1 (centres undefined)	?	0%	25
N[C@H](Cn1ccc(=O)n(Cc2ccccc2C(=O)O)c1=O)C(=O)O	7%	6%	4
Cc1noc(C)c1-c1cncnc1N(C)Cc1ccco1	-21%	0%	1
CN(C)c1ccc(-c2ccc3ncnc(N4CCNCC4)c3c2)cc1	28%	-8%	-2
O=c1cc(-c2ccc(O)c(O)c2)oc2cccc(O)c12	14µM*	13µM*	-4
COc1ccccc1C1=Nn2c(nnc2-c2ccccc2OC)SC1	-50%	?	0
COc1cccc(-c2nccc(NCc3ccccc3OC)n2)c1	?	-1%	1
Cc1nc2cnc(N3CCN(C)CC3)nc2n(C2CC2)c1=O	-4%	8%	-1
COc1ccc2[nH]cc(CCNc3ncnc4ccc(-c5ccc6c(c5)OCO6)cc34)c2c1	33%	-2%	-1
CC(=O)N1CCC2(CCCN(C(=O)Nc3cccc(F)c3)C2)CC1	-37%	-2%	2
CN(C)CCc1c[nH]c2ccc(CS(=O)(=O)N3CCCC3)cc12	10%	-4%	2
Cc1cc(NC(=O)Nc2ccc(N(C)C)cc2)c2cc(F)cc(F)c2n1	?	6%&-23%	-1&-8

Compounds listed so far containing fluorine, in the order listed:
SMILES	RORg inh	VP16 counter	FBPA coupling cs
C=CCOC(=O)NC(c1ccc(F)c(F)c1)C(C(C)=O)C(=O)OC (centres undefined)	1%	5%	0
CC1(C)OC2CC3C4CC(F)C5=CC(=O)CC[C@@]5(C)C4C(O)C[C@@]3(C)[C@]2(C(=O)CO)O1 (some centres undefined)	13%	2%	0
CN1CCN(c2ncc3ncc(=O)n(Cc4ccc(F)cc4)c3n2)CC1	-18%	2%	5
COc1ccccc1CN1CCC2(CC1)CCN(C(=O)c1cccc(F)c1)CC2	-29%	-4%	3
COc1ccc(-n2c(=O)c(-c3ccc(F)c(F)c3)nc3cncnc32)cc1	-1%	-4%	2
CC(=O)N1CCC2(CCCN(C(=O)Nc3cccc(F)c3)C2)CC1	-37%	-2%	2
Cc1cc(NC(=O)Nc2ccc(N(C)C)cc2)c2cc(F)cc(F)c2n1	?	6%&-23%	-1&-8

Other compounds follow.
SMILES	RORg inh	VP16 counter	FBPA coupling cs
C[C@@]12C(=O)OC(=O)[C@]1(C)[C@H]1CC[C@@H]2O1	-13%[2.98 µM]	5µM*	-1
C/C(CCN1CCCc2nc(C)c(C)cc21)=N\OC[C@@H](C)[C@H](OCc1ccccc1)C(C)C	8%[10 µM]	6%[10 µM]	2
C=Cc1ccc(S(=O)(=O)O)cc1	-13%	6%	1
COCCNc1ncnc2ccc(-c3cccnc3)cc12	36%	-18%	-11
N=C(N)N1Cc2ccccc2C(O)C1 (centres undefined)	8%	-3%	-1
COCCn1c(=O)c(-c2ccc(OC)cc2)nc2cnc(Oc3ccccc3)nc21	3%	-1%	-7
O=C(O)C1Cc2c([nH]c3ccccc23)C(c2ccccc2)N1 (centres undefined)	0%[10 µM]	8%[10 µM]	1
Cc1ccccc1-c1cc(N2CCNCC2)ncn1	-2%	-2%	1
CCCn1c(C)nc2c(N(CCN(CC)CC)CCN(CC)CC)nc(C)nc21	0%	-1%	1
CCCCCN=c1ccn(Cc2ccccc2)c2ccccc12	16µM*	-5%	5
CC(C)(C)OC(=O)NCCCCC1=CC2=CC(=O)C(C)(OC(=O)CCc3ccccc3)C(=O)C2=CO1 (centres undefined)	-2%	-4%	0
CC(C)CN1CCCC2(CCN(S(=O)(=O)c3ccccc3)CC2)C1	-5%	-5%	3
CCCC[C@@H]1C[C@H]1C(NC(=O)c1ccccc1)c1ccc(C(=O)OC)cc1 (some centres undefined)	-2%	-15%	5
CSCC[C@H](NC(=O)[C@H](Cc1c[nH]c2ccccc12)NC(=O)CNC(=O)[C@H](Cc1ccc(O)cc1)NC(=O)[C@H](C)NC(=O)[C@H](CCC(=O)O)NC(=O)[C@H](CCC(=O)O)NC(=O)[C@H](CCC(=O)O)NC(=O)[C@H](CCC(=O)O)NC(=O)[C@H](CCC(=O)O)NC(=O)[C@H](CC(C)C)NC(=O)[C@H](Cc1c[nH]c2ccccc12)NC(=O)[C@@H]1CCCN1C(=O)CNC(=O)[C@@H]1CCC(=O)N1)C(=O)N[C@@H](CC(=O)O)C(=O)N[C@@H](Cc1ccccc1)C(=O)NCC(=O)O	1%	6%	0
C/C(CCC(=O)OC[C@@H]1O[C@H](C#Cc2ccccc2)C=C[C@@H]1Oc1ccc(C)cc1)=N/O[C@@H](C)c1cn([C@H]2COC[C@H]2O)nn1	1%[10 µM]	1%[10 µM]	-4
CCC/C=C(\CCC)C(NS(=O)(=O)c1ccc(Cl)cc1)c1ccccc1 (centres undefined)	?	2%	1
COCCNc1ccnc(-c2ccccc2C)n1	-2%	9%	4
CCN[C@@H]1CN(CCCOC)S(=O)(=O)c2sc(S(N)(=O)=O)cc21	12%[2.98 µM]	1%[17 µM]	0
C[C@H]1COC(=O)[C@H]2CCCN2C(=O)[C@@H](C)COC(=O)[C@H]2CCCN2C1=O	-11%[10 µM]	-3%[10 µM]	1
Clc1cccc2c1CN(C1=NCCN1)C2	-22%	1%	5
COCC(=O)N1CCC2(CC1)CN(c1ccccc1)C2	8%	0%	-15
CCOc1ccc(C[C@H]2NC(=O)CCSSC[C@@H](C(=O)N3CCC[C@H]3C(=O)N[C@@H](CCCN)C(=O)NCC(N)=O)NC(=O)[C@H](CC(N)=O)NC(=O)[C@H]([C@@H](C)O)NC(=O)[C@H]([C@@H](C)CC)NC2=O)cc1	-2%	-6%	5
c1ccc(CNc2ncncc2-c2cccnc2)cc1	-4%	-9%	2
COC(=O)[C@@]1(Cc2ccc(OC)cc2)[C@H]2c3cc(C(=O)N(C)C)n(CCO)c3C[C@H]2CN1C(=O)c1ccccc1	-16%	9%	2
COc1ccccc1-c1cncnc1NCc1cccnc1	-4%	2%	5
CC1(C)C[C@](C)(C(=O)c2ccccc2)C=C1c1ccccc1	4%	6%	4
c1ccc(COC[C@H]2CO2)cc1	-7%	-8%	-1
CC1(OC(=O)c2cnc3ccccc3n2)C(=O)C=C2C=C(C3CC3)OC=C2C1=O (centres undefined)	-2%	-7%	-3
O=c1cnc2cnc(Oc3cccc(Cl)c3)nc2n1C1CC1	4%	-9%	1
Cc1cnc(CNc2cc(-c3cccc(C#N)c3)ncn2)cn1	38%	-5%	4
COc1cccc([C@@H]2Oc3ccc(OC)cc3C[C@H]2OC(=O)NCc2ccco2)c1	19%	-10%	3
COc1ccc2[nH]cc(CCNc3ncnc4ccc(-c5ccccc5C#N)cc34)c2c1	?	-2%	0

High-throughput results from PubChem.
